Bioassay records (PubChem)
TbREL1 primary: TbREL1 inhibition, primary screen. TbREL1 RNA ligation, FRET fluorescence. AID 1117264. inhibition, % at 9.66 µM. 0.49% of 89,000 active;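 active = inhibition above the mean inhibition across all screened compounds plus 3 SD, cut at about 11% in these data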;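 note: 0% = plate median of test wells and 100% = NSC42067 control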
Target sequence (P86926 whole entry, looked up): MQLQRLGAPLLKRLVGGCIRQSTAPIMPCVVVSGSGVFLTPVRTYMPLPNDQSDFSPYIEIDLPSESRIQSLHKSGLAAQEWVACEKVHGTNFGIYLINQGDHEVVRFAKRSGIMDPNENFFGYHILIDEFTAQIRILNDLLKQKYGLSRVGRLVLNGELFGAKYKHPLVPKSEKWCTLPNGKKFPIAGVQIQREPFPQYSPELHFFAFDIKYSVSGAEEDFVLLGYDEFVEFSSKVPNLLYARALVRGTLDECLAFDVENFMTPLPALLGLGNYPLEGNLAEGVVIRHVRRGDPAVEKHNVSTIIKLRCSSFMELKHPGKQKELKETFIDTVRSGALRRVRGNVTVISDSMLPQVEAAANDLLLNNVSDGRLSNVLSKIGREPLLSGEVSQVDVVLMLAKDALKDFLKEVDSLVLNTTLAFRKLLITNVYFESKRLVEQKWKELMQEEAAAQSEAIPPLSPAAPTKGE
Starred values were filed as active, the others as inactive. Only part of the results is shown; rates above refer to the full screens.

TbREL1 primary | Molecule
-0.8 | COc1ccc(NC(=O)COC(=O)c2cc(OC)c(OC)cc2NC(=O)c2ccco2)cc1OC
-0.8 | Cc1ccsc1C(=O)OCc1nnc(-c2ccccc2)o1
1.1 | O=C(NNc1c(Cl)cccc1Cl)c1ccno1
2.4 | COc1ccc(N2C(=O)CC(C3CCCO3)C2=O)cc1 (stereo unspecified)
0.7 | O=C1NC(=S)N/C1=C\c1cccnc1
6.8 | Cc1cccc(NC(=O)C2CCN(c3nc(C)cc(C)n3)CC2)c1
-2.0 | Cc1ccc(NC(=O)/C(C#N)=C/c2cc(C)n(-c3ccc(N4CCOCC4)c([N+](=O)[O-])c3)c2C)c(C)c1
-0.4 | CC(N)c1ccc(Cl)cc1Cl (stereo unspecified)

Next part.
TbREL1 primary | Molecule
-0.8 | Cc1ccccc1C(=O)N[C@@H](Cc1cccnc1)C(=O)N1CCC[C@H]1C(=O)NCCc1ccccc1Cl
0.8 | O=C(COC(=O)c1ccc(O)cc1O)NC(=O)c1ccccc1
3.8 | N#CCCN(Cc1cccnc1)S(=O)(=O)c1ccc2ccccc2c1
-4.0 | CCOC(=O)c1[nH]c2ccc(OC)cc2c1NC(=S)N1CCN(C(=O)OCC)CC1
-0.3 | O=C(NCCN1CCOCC1)C1CCC(CNS(=O)(=O)c2ccccc2)CC1 (stereo unspecified)
-0.1 | O=c1[nH]c(C2CCN(S(=O)(=O)c3ccc([N+](=O)[O-])cc3)CC2)nc2c1nnn2Cc1ccccc1
-0.1 | O=C(CSc1nnc(-c2ccco2)o1)NC(=O)C1COc2ccccc2O1 (stereo unspecified)
-0.9 | COc1ccccc1NC(=O)C(Sc1ccccc1)c1ccccc1 (stereo unspecified)

Following part:
TbREL1 primary | Molecule
3.4 | CC(C)(C)NC(=O)CSc1nc(O)cc(=O)[nH]1
0.6 | COc1ccccc1CNC(=O)CSc1nc(C)cs1
-3.3 | O=C(N1CCC(C(O)(c2ccccc2)c2ccccc2)CC1)n1ncc(C(O)(c2ccccc2)c2ccccc2)n1
-0.4 | O=C(NCc1ccccc1)C(c1ccc(C(F)(F)F)cc1)n1c(=O)c(-c2ccco2)nc2ccccc21 (stereo unspecified)
4.7 | CCCc1cc(=O)[nH]c(SCC(=O)N2CCc3ccccc32)n1
-0.5 | NS(=O)(=O)c1cccc(-n2cnnn2)c1
-1.1 | COc1cccc(/C=N/NC(=O)CNC(=O)c2ccc(S(=O)(=O)N3CCOCC3)cc2)c1OC
-1.2 | O=C(CN1CCCCC1)Nc1ccccc1C(=O)NC1CC1

The final 3 compounds of the part above are carried over, then new ones follow:
TbREL1 primary | Molecule
-0.5 | NS(=O)(=O)c1cccc(-n2cnnn2)c1
-1.1 | COc1cccc(/C=N/NC(=O)CNC(=O)c2ccc(S(=O)(=O)N3CCOCC3)cc2)c1OC
-1.2 | O=C(CN1CCCCC1)Nc1ccccc1C(=O)NC1CC1
-2.1 | O=C(Nc1ccc(F)cc1F)N1CCN(CCc2ccccc2)CC1
-4.9 | COc1ccc(N2CCN(CCCNC(=O)c3ccc(CS(=O)(=O)c4ccc(OC)cc4)o3)CC2)cc1
6.3 | CCN1C(=O)C2(C(C#N)=C(N)Oc3n[nH]c(-c4ccccc4)c32)c2ccccc21 (stereo unspecified)
-0.2 | Nc1nnnn1/N=C/c1ccc(O)cc1
2.6 | O=C(Nc1ccccc1Cl)O/N=C(/c1ccccc1)c1ccccn1
-1.1 | COc1ccc(-c2cc3nc(NCCOc4ccccc4)ccn3n2)cc1
1.2 | COC(=O)c1ccc(COc2ccc3c4c(c(=O)oc3c2)CCC4)o1
-1.2 | Cc1ccc(OCCC(=O)OCC(=O)N2CCN(S(=O)(=O)c3ccc(C)cc3C)CC2)cc1

Looked up one by one from the entries so far, 4 records:
TbREL1 primary | Molecule
4.7 | CCCc1cc(=O)[nH]c(SCC(=O)N2CCc3ccccc32)n1
-0.5 | NS(=O)(=O)c1cccc(-n2cnnn2)c1
-0.8 | Cc1ccccc1C(=O)N[C@@H](Cc1cccnc1)C(=O)N1CCC[C@H]1C(=O)NCCc1ccccc1Cl
1.1 | O=C(NNc1c(Cl)cccc1Cl)c1ccno1

Further entries
TbREL1 primary | Molecule
4.7 | CN1C(=O)C2(NC(=O)c3ccccc3N2C)c2ccccc21 (stereo unspecified)
-2.1 | C/C(=N\NC(=O)c1ccn(C)n1)c1ccc(NC(=O)C2CCCC2)cc1
0.2 | CCCC(=O)Nc1ccc2c(c1)nc(CN1CCN(C(C)=O)CC1)n2C
-4.8 | Cc1ccc(-n2c(-c3ccccc3)n[nH]c2=S)c(C)c1
-3.7 | COc1ccc(-n2c(Cc3cc(=O)[nH]c(=O)[nH]3)nnc2SCC(=O)N2CCC(C)CC2)cc1
1.3 | FC(F)Sc1ccc(N=C2NN=C(c3ccc4c(c3)OCCO4)CS2)cc1
2.3 | C=CCn1c(SCC(=O)N(CCOC)c2c(N)n(CCCC)c(=O)[nH]c2=O)nnc1-c1ccc(Cl)cc1
-0.6 | COc1cc(/C=C(/NC(=O)c2ccccc2)C(=O)Nc2cccc(O)c2)c([N+](=O)[O-])cc1OC

(cont.)
TbREL1 primary | Molecule
-3.6 | COc1ccc(/C=C2/SC(=S)N(CCCC(=O)Nc3ccc(O)cc3)C2=O)cc1
0.4 | Cc1cc(C)c2ccc(=S)[nH]c2n1
5.2 | COc1ccc(Nc2nc(N)nc(CN3CCc4ccccc4C3)n2)cc1
6.9 | COc1ccc(/C=N/NC(=O)CSCc2ccc([N+](=O)[O-])cc2)cc1OC
-3.4 | Cc1nnc(SCC(=O)Nc2ncc(Cc3ccc(F)cc3)s2)n1N
4.4 | CN(C)S(=O)(=O)c1ccc2nnn(OCC(=O)NC34CC5CC(CC(C5)C3)C4)c2c1
0.5 | Cc1sc2nc(SCc3nc(-c4ccccc4)no3)n(-c3ccccc3)c(=O)c2c1C
0.1 | Cc1cnc(C(=O)Nc2ccc(C)c(S(=O)(=O)N3CCCCC3)c2)cn1

More results
TbREL1 primary | Molecule
-1.4 | CN(Cc1ccccc1)C(=O)c1cccc(NC(=O)Cc2ccc(NC(=O)C3CCN(C(=O)C4CCCCC4)CC3)cc2)c1
-1.7 | Cc1ccc(NC(=O)c2ccc3c(c2)CCN3S(C)(=O)=O)c(C)c1
-1.3 | O=C(NCc1ccc2c(c1)OCO2)C1CC(=O)N(CCc2ccccc2)C1 (stereo unspecified)
2.4 | C=CCn1c(CNc2ccccc2)nnc1SCC(=O)N/N=C/c1ccc(O)cc1O
-5.1 | O=C(OCC#CCSc1nnc(-c2cccc3ccccc23)o1)c1ccncc1
-6.1 | CC1(C)CC2(C)Nc3ccccc3N2C(=S)N1 (stereo unspecified)
-4.8 | CCN(CC)c1ccc(N2C(=NC(=O)C3CCCO3)SC3CS(=O)(=O)CC32)cc1 (stereo unspecified)
0.3 | CCOC(=O)c1c(NC(=O)C2Cc3ccccc3C(=O)O2)sc2c1CCCC2 (stereo unspecified)

(list continues)
TbREL1 primary | Molecule
8.0 | CCOC(=O)[C@@]12CCC3=C1N(CCC3)C(=O)[C@H](CC(=O)N1CCN(C(=O)C3CC3)CC1)C2
2.4 | O=C(O)/C=C/c1ccc2noc(-c3ccccc3)c2c1
-1.4 | Cc1cccc(Cc2c(C)nc3nc(SCC(=O)NCc4ccco4)nn3c2C)c1
2.3 | COc1ccccc1NC(=O)NC(=O)N(C(C)C)S(C)(=O)=O
2.0 | Cc1ccc(NC(C(=O)c2ccccc2)c2ccccc2)cc1 (stereo unspecified)
2.5 | Nc1[nH]c(N=NC(=O)c2ccccc2O)c2ccccc12
3.5 | Cc1cc(C)n(-c2cc(-n3nc(C)cc3C)ncn2)n1
4.6 | Cc1cccc(CN(Nc2ccccc2)c2ccccc2)n1

Further structures:
TbREL1 primary | Molecule
-0.6 | COc1ccccc1CC(=O)Nc1ccc(S(=O)(=O)N2CCCC2)cc1
1.2 | COc1ccccc1C(=O)NNC(=O)c1nn(Cc2ccccc2)c(=O)c2ccccc12
1.3 | CCOC(=O)N1CCC(Nc2nc3ccccc3n3cnnc23)CC1
0.0 | CC(=O)c1sc(NC(=O)CCCc2nc3ccccc3c(=O)[nH]2)nc1-c1ccccc1
-0.3 | CS(=O)(=O)N(CC(=O)Nc1ccc(C(N)=O)cc1)C1CCCCC1
-1.4 | CCCCN1CC(O)=C(c2nc(-c3ccc(Cl)cc3)cs2)C1=N
-1.4 | CCOc1ccccc1NC(=O)COc1ccc(S(=O)(=O)N2CCCC2)cc1
-1.4 | O=C(O)C1CC1C(=O)Nc1cc(F)ccc1F (stereo unspecified)

(cont.)
TbREL1 primary | Molecule
-2.2 | Cc1cccc(C(=O)NCC(=O)NCC(c2cccs2)N2CCOCC2)c1 (stereo unspecified)
-2.0 | CC1CCN(C(=O)C2CCC(=O)N(Cc3ccc(Cl)cc3)C2)CC1 (stereo unspecified)
-3.2 | Cc1ccc(N2C(=O)CS(=O)C(c3ccccc3)C2=O)cc1C (stereo unspecified)
2.8 | C=C(C)CC1N(c2cccc(OC)c2)C(=O)C2C(C(=O)O)C3C=CC21O3 (stereo unspecified)
3.2 | Cc1cccc(NC(=O)CNC(=O)COC(=O)C2CC2C)c1C (stereo unspecified)
-0.5 | Cn1nc(C(=O)OCC(=O)NCc2ccc(Cl)cc2Cl)c2ccccc2c1=O
2.1 | CN(C)S(=O)(=O)c1cccc(N2C(=O)CC3(CCCCC3)CC2=O)c1
-3.9 | Cc1ccc(/C=N/N2CCN(Cc3cccc4ccccc34)CC2)s1

(next part)
TbREL1 primary | Molecule
3.6 | O=C(NC1CCN(Cc2ccccc2)CC1)c1cc(S(=O)(=O)Nc2ccc(F)cc2)ccc1Cl
-4.9 | CC1(c2ccccc2)NC(=O)N(CC(=O)Nc2cccc(/C=C/c3ccccn3)c2)C1=O (stereo unspecified)
-3.1 | CCOc1ccccc1-n1c(SC(C)C(=O)NCC2CCCO2)nc2ccccc2c1=O (stereo unspecified)
-2.6 | COc1ccc(S(=O)(=O)Nc2ccc3c(c2)CC(=O)N([C@@H](C)CO)C[C@@H](C)[C@@H](CN(C)Cc2ccccc2)O3)cc1
6.9 | COc1ccc(-n2c(COc3ccc(Cl)cc3)nnc2SCc2nc3ccccc3[nH]2)cc1
-0.2 | O=c1c(C(c2ccc(Br)cc2)c2c(O)nc3n(c2=O)CCS3)c(O)nc2n1CCS2
1.9 | CCOC(=O)[C@H]1[C@H]2COc3cc(OC)ccc3[C@@H]2N2C(=O)CN(CC3CCCO3)C(=O)[C@@]12C (stereo partly specified)
-1.4 | Cc1ccc(S(=O)(=O)N(C)c2ccc(OCC(=O)OCc3ccc(C#N)cc3)cc2)cc1

(list continues)
TbREL1 primary | Molecule
-2.8 | COc1ccc(S(=O)(=O)Nc2ccccc2SC)cc1C
1.7 | COc1ccc(NC2CCCN(C(=O)c3c(C)noc3C)C2)cc1 (stereo unspecified)
3.8 | N#Cc1c2n(c3c(=S)nc[nH]c13)CCCCC2
6.4 | O=C(CCC1CCCCC1)NCCN1C2=NC[C@@H](Cc3ccccc3)N2C[C@H]1Cc1ccc(O)cc1
1.4 | CCN1CCN(CCNC(=O)C2CCCN(Cc3nc(-c4cccc(Cl)c4)oc3C)C2)CC1 (stereo unspecified)
-0.8 | O=C(Cc1cccc2ccccc12)N/N=C/c1ccc(OC(=O)/C=C/c2ccco2)cc1
-3.5 | COC(=O)[C@@H](Cc1c[nH]c2ccccc12)NC(=O)c1cc(=O)[nH]c2ccccc12
-1.9 | CC1CCCCN1C(=O)COC(=O)c1cc(-c2cccs2)nn1-c1ccccc1 (stereo unspecified)

Continued.
TbREL1 primary | Molecule
-4.4 | COc1ccc(C(=O)NNC2=C(C(=O)C(F)(F)F)CCC2)cc1
-1.6 | CC1CC(C)CN(C(=O)c2cccc(S(=O)(=O)N3c4ccccc4CC3C)c2)C1 (stereo unspecified)
-1.7 | CSCCC(NC(=O)c1cccc(C)c1)C(=O)NNC(=O)c1cccs1 (stereo unspecified)
-2.6 | CCOC(=O)C(=O)c1c(-c2ccc(C)cc2)nc2ccccn12
4.7 | CCC(=O)N1C(C(=O)O)CSC1c1ccc(OC)cc1 (stereo unspecified)
1.1 | CCOC(=O)C1CCCN(C(=O)C(CCSC)NC(=O)COc2ccccc2)C1 (stereo unspecified)
3.6 | CCCn1nc2cc(C(=O)NCC34CC5CC(CC(C5)C3)C4)ccc2c1OCC
0.1 | O=C(Nc1ccccc1)N(Cc1ccccc1)C1=NCCS1

Carrying on.
TbREL1 primary | Molecule
-2.3 | Cc1ccc(N2C(=O)CSCC2=O)cc1
-1.9 | O=C(c1cccc(F)c1)N(Cc1ccccn1)CC1CCCO1 (stereo unspecified)
-0.4 | CC1CCc2nn(CC(=O)NCc3ccc4c(c3)OCO4)cc2C1 (stereo unspecified)
-2.7 | C[C@H]1[C@@H](NS(=O)(=O)c2ccccc2[N+](=O)[O-])CC[C@@]23CCCN2C(=O)CCC[C@@H]13
-1.5 | COc1ccc(NCC(=O)Nc2c(C)cccc2C)cc1S(=O)(=O)N1CCOCC1
-1.3 | COc1nc(N)nc2c1ncn2[C@@H]1O[C@H](CO)[C@@H](O)[C@@H]1O
10.1 | CCOC(=O)c1c(-c2ccccc2)csc1NC(=O)c1cc(-c2ccccc2OC)on1
-7.5 | COc1ccc(-n2c(C)cc(C(=O)CSc3nnc(-c4ccoc4C)n3C)c2C)cc1

The list goes on.
TbREL1 primary | Molecule
3.1 | COc1cc(C(=O)N2CCN(C(=O)C3CCCO3)CC2)cc(OC)c1OC (stereo unspecified)
-2.2 | CC(=O)N1N=C(c2ccco2)CC1c1ccc(C)cc1 (stereo unspecified)
-2.0 | COCCCN1C(=O)C(CC(=O)NC2CCCCC2)CC(C(=O)N(C(C)C)C(C)C)=C1C (stereo unspecified)
-2.3 | COc1ccc(-n2c(Cn3c(=O)sc4ccccc43)nnc2SCC(=O)N2CCCC2)cc1
-7.1 | Cc1ccc(NC(=S)NCC(O)c2ccccc2)c(C)c1 (stereo unspecified)
-1.0 | O=C(Nc1ccc2c(c1)OCCO2)C(c1ccnc2ccccc12)n1c(=O)c(-c2ccco2)nc2ccccc21 (stereo unspecified)
-2.6 | Cc1nc(C)c(C(=O)OCC(=O)Nc2ccc(C)c(C)c2)s1
1.0 | OCCC1CN(CC(c2ccccc2)c2ccccc2)CCN1C1CCCC1 (stereo unspecified)

Arranged by molar mass (rising): three of the compounds above
TbREL1 primary | Molecule
-2.2 | CC(=O)N1N=C(c2ccco2)CC1c1ccc(C)cc1 (stereo unspecified)
-2.6 | Cc1nc(C)c(C(=O)OCC(=O)Nc2ccc(C)c(C)c2)s1
-2.0 | COCCCN1C(=O)C(CC(=O)NC2CCCCC2)CC(C(=O)N(C(C)C)C(C)C)=C1C (stereo unspecified)
